HTR2A ag = agonists of mouse serotonin 5-HT2A receptor (HTR2A) | CHO-K1 mHTR2A beta-arrestin complementation, luminescence; percent of 30 µM serotonin response | hit rate 0.66% among 360,000 | AID 624169 | P35363 | activation, % at 7.6 µM;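 active = activation above a run cutoff, the mean activation of all tested compounds plus 3 SD, cut at about 14% in these data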;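 also: 0% = plate median of compound wells and 100% = 30 µM serotonin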
ABHD5 PLIN5 PPI = inhibitors of human ABHD5-perilipin-5 interaction | Q00G26+Q8WTS1 | Split G. princeps luciferase complementation, luminescence, 4 h | inhibition, % at 4 µM | hit rate 0.78% among 360,000;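 active = inhibition above the mean inhibition across every tested compound plus 3 SD, cut at about 22% in these data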;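 also: 0% = DMSO only wells and the 100% control is not disclosed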
SRC2 inh = human SRC2 (NCOA2) inhibition | Q15596 | HEK293 GAL4-SRC2 luciferase reporter, luminescence | inhibition, % at 9 µM | hit rate 0.17% among 370,000 | AID 651957;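 active = inhibition above the mean inhibition of all tested compounds plus 3 SD, set per campaign, cut at about 52% in these data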;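 also: 0% = DMSO treated cells and 100% = cells given Gossypol at 36 µM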
TLR9-MyD88 block = inhibitors of human TLR9-MyD88 binding | Q9NR96+Q99836 | CHO BLA complementation TLR9-MyD88, CCF4 FRET ratio | inhibition, % at 4.98 µM | hit rate 0.21% among 340,000 | AID 504734;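 active = inhibition above the mean over all tested compounds plus 3 SD, cut at about 21% in these data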;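 also: 0% = DMSO only wells and 100% = clavulanate BLA inhibitor control wells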
NOD2 RIPK2 PPI = blocks binding of human NOD2 to RIPK2 | inhibition, % at 4.98 µM | hit rate 0.38% among 360,000 | CHO BLA complementation NOD2-RIPK2, CCF4 ratio | O43353; in the data active = inhibition above about 21%;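 also: 0% = vehicle only and 100% = reference blocker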
Target sequence (O43353 whole entry, looked up): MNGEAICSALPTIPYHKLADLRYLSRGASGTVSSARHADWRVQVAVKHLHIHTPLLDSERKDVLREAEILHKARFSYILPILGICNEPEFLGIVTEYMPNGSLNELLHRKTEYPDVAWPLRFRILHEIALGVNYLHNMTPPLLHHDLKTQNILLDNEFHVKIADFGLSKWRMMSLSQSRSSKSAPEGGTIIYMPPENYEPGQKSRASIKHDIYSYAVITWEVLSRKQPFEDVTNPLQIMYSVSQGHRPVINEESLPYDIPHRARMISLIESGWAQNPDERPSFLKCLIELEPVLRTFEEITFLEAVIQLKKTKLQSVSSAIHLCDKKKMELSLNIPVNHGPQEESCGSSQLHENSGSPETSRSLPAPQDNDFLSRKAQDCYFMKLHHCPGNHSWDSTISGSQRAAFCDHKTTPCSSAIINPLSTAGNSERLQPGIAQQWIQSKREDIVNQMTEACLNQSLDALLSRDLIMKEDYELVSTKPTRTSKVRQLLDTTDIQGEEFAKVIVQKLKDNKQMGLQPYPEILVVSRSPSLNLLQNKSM
ABCB6 inh 2 = inhibitors of human ABC transporter ABCB6; K562-ABCB6 porphyrin accumulation, flow cytometry, 1 h; stronger effect = lower value; hit rate 0.19% among 360,000; AID 602162; Q9NP58; fluorescence ratio to DMSO, % at 10 µM;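 active = fluorescence ratio to DMSO below 75%, the collection mean minus 3 SD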;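 also: signal is porphyrin accumulated inside mitochondria; 100% equals median channel fluorescence of DMSO control wells; lower ratio means ABCB6 inhibition with less porphyrin fluorescence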
MC4R antagonist = blocks human MC4R cAMP signaling; AID 540295; hit rate 0.48% among 360,000; P32245; MC4R-expressing cells, MTII-stimulated cAMP, LANCE TR-FRET; inhibition, % at 6.5 µM;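 active = inhibition above its plate's cutoff, the mean of tested wells on that plate plus 3 SD, cut at about 29% in these data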;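 also: 0% = Melanotan II alone and 100% = Melanotan II plus saturating MCL0020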
Target sequence (P32245 whole entry, looked up): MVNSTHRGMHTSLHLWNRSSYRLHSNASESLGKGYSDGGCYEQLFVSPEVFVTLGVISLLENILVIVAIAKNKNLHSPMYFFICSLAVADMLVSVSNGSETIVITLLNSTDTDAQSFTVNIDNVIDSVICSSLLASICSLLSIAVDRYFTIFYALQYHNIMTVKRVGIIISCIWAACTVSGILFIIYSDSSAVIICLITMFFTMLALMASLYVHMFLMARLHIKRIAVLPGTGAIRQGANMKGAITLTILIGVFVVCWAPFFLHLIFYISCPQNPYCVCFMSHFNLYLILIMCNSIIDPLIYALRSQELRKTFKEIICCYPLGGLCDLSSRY
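System: U2OS cells stably expressing human melanocortin 4 receptor (MC4R). Reagent: Melanotan II challenge after compound preincubation. Doses: 6.5 µM. Times: 30-min compound, 1-h challenge, 1-h detection, room temperature. Measured by: TR-FRET with Eu-cAMP and labeled anti-cAMP, 671 nm. Replicates: singlicate.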
MC4R barr agon = activates human MC4R beta-arrestin recruitment. P32245. U2OS MC4R beta-arrestin complementation, luminescence; percent of melanotan II response, DMSO zero. activation, % at 8.9 µM. hit rate 0.98% among 360,000. AID 540308;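 active = activation above a per-plate cutoff, the mean activation of sample wells on that plate plus 3 SD, cut at about 8% in these data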
Cardio protect = myocardial damage modulation in H9c2 cells. AID 588492. hit rate 0.63% among 360,000. H9c2 cardiomyocytes, H2O2 injury protection, ATPLite, 2 h. protection from H2O2 cell death, % at 20 µM;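 active = compounds giving at least 50% protection of heart cells from peroxide-induced death in the single-dose screen, raw or plate-pattern-corrected value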;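 also: 0% = DMSO wells with peroxide and 100% = DMSO wells without peroxide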
N-glyco inh = N-linked glycosylation inhibition | D54 ERlucT glycosylation luciferase reporter, 24 h; percent of 100 nM tunicamycin response | reporter increase, % at 12.5 µM | hit rate 0.23% among 360,000;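 active = mean luciferase reporter signal, scaled so untreated is 0 and the glycosylation-blocking control 100, at or above a set limit in every replicate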;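 also: luciferase carries N-glycosylation sites so blocking glycosylation raises the light; 0% = median of neutral control wells and 100% = median of 100 nM tunicamycin wells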
The depositor's hits bear a star; / = no result given; & = joins results of further samples. Only part of the results is shown; the hit share may differ from the screen's.

Every second line gives: MC4R barr agon	HTR2A ag	N-glyco inh	Cardio protect	SRC2 inh	TLR9-MyD88 block	ABCB6 inh 2	NOD2 RIPK2 PPI	MC4R antagonist	ABHD5 PLIN5 PPI
- CN1C(=S)SC(/[N+]([O-])=C/c2c(F)cccc2Cl)C1(C)C (stereo not given)
→ 3.0	-2.4	1.9	4.4	-9.2	/	102.0	1.7	5.9	1.3
- CC(C)CNC(=O)Nc1ccc(F)c(Cl)c1
→ 3.8	6.2	-1.3	-1.7	-22.4	2.2	100.0	7.8	1.8	8.6
- COc1ccccc1C(=O)C1CCCN(Cc2cccc3nccnc23)C1 (stereo not given)
→ 0.6	-4.1	-0.7	-3.2	0.1	-0.7	101.0	-10.1	-6.2	0.6
- Cc1ccc(CN2CCN(/N=C/c3ccc(Cl)c([N+](=O)[O-])c3)CC2)cc1
→ -2.0	-2.5	0.1	-14.7	22.5	-2.2	100.0	1.0	7.6	-6.2
- CCC(C)Sc1cc(-c2nc3ccccn3c2NC2CCCCC2)ccc1OC (stereo not given)
→ 0.2	-13.2&-1.2	-4.9	-24.8	1.1&-9.2	-14.2	95.0&99.0	2.8&-3.1	21.2	-2.6&-7.4
- CCC(=O)N1N=C(c2cccs2)CC1c1ccc(OC)cc1 (stereo not given)
→ 0.5	1.1	-1.1	0.5	-26.7	6.3	96.0	-11.7	-0.2	-0.1
- Cc1ccc(CNc2ccc(N3CCOCC3)cc2)s1
→ -0.7	4.4	-0.8	-28.0	-53.9	6.5	98.0	-4.4	0.5	-2.7
- CCOc1ccc(NC(=O)CCCNC(=O)Cn2cnc3sc(C)c(C)c3c2=O)cc1
→ -0.3	7.7	-2.3	0.5	-8.0	-0.6	99.0	-6.2	22.2	-8.6
- COc1ccccc1NC(=O)C1=C(C)NC(=O)NC1c1cccc(OC)c1OC (stereo not given)
→ -1.5	3.0	-0.4	-3.5	7.7	-5.9	103.0	-10.9	-0.3	2.9
- COc1ccc(OC)c(S(=O)(=O)N2CCC(C(=O)NCc3ccncc3)CC2)c1
→ -2.2	-2.0	-0.1	1.1	-19.2	5.1	98.0	-9.7	4.4	0.1
- COc1cc(/C=N/Nc2nc(C)cc(C)n2)cc(OC)c1OC
→ -0.9	3.8	2.0	-0.3	-32.5	4.7	100.0	5.8	-6.4	-7.0
- Nc1ncc(-c2ccccc2)n1CC1CCCO1 (stereo not given)
→ -0.8	-3.1	3.2	61.6*	0.6	-3.1	96.0	-1.5	1.8	0.1
- O=C(Cc1c(F)cccc1Cl)Nc1ccccn1
→ -0.6	0.9	-2.3	0.5	-13.9	2.6	106.0	-11.3	2.0	-2.9
- O=C(O/C(=C/c1ccccc1)C(F)(F)F)c1ccccc1
→ 1.0	-3.6	4.4	-6.1	-2.3	7.6	94.0	-6.2	3.6	-2.6
- Cc1cccc(-c2cnc(C(O)c3cc(C)cc(C)c3)[nH]2)c1 (stereo not given)
→ -1.6	-4.5	1.4	-7.3	-3.4	/	91.0	3.5	5.0	-3.6
- CCC(C)c1ccc(S(=O)(=O)N2CCN(c3ccccn3)CC2)cc1 (stereo not given)
→ 2.7	-6.3	-2.0	-8.1	12.9	2.1	95.0	-4.3	10.0	-2.2
- CC1CN(Cc2cc(=O)oc3cc(O)c(Cl)cc23)CC(C)O1 (stereo not given)
→ -2.6	1.3	0.6	2.9	12.6	-20.6	98.0	-8.6	-0.2	0.9
- COC(=O)CCSCC(=O)N1N=C(c2ccc(OC)cc2)CC1c1cccc(OC)c1OC (stereo not given)
→ 1.2	0.2	3.1	0.4	-20.1	7.2	99.0	2.8	5.5	-2.0
- C=CCNC(=S)/C(=C(\[O-])c1ccc(Cl)cc1)[n+]1ccccc1
→ 0.6	-5.0	1.4	1.9	-14.4	-1.6	109.0	-2.7	14.0	-12.2
- Cc1ccc(OCCC(=O)OCC(=O)Nc2ccc(C)c(S(=O)(=O)N3CCOCC3)c2)cc1
→ -0.9	13.2	3.6	-8.0	13.3	-11.2	101.0	-6.2	1.2	15.0
- CS(=O)(=O)c1ccccc1-c1nnc(NC(=O)CCS(=O)(=O)c2ccc(Cl)cc2)o1
→ -0.8	-3.1	-2.0	0.1	12.4	-7.3	103.0	-10.8	-1.6	-3.0
- CCCOc1ccc(OCCOCCN2CCc3ccccc3C2)cc1
→ -1.6	-6.5	-2.8	-4.6	6.6	-14.9	95.0	-3.8	11.1	3.0
- COc1ccc2c(c1)CCc1cnoc1-2
→ -2.2	4.9	-3.5	-4.4	-13.4	5.1	100.0	-5.0	3.2	-4.9
- Cc1ccc(C)c(OCC(=O)NC(Cc2c[nH]c3ccccc23)C(=O)O)c1 (stereo not given)
→ -2.3	1.3	0.1	-6.8	28.1	1.9	97.0	0.4	11.8	1.5
- CNC(=O)CN(C)S(=O)(=O)c1ccc(OC)c(Cl)c1
→ 0.0	3.4	-1.0	3.1	-17.0	1.0	97.0	0.7	-0.6	-1.2
- Cc1ccc(SCCC(=O)Nc2c(C)n(C)n(-c3ccccc3)c2=O)cc1
→ -1.2	-1.1	-0.4	-4.2	-1.4	4.6	89.0	2.5	5.9	-6.4
- O=c1[nH]cnc2c1C(c1ccccc1)c1c(nc[nH]c1=O)O2
→ 0.8	-0.1	1.8	3.2	-15.7	-1.9	92.0	-36.2	7.7	4.8
- COc1ccc(-c2csc(C(O)c3cccc(Cl)c3)n2)cn1 (stereo not given)
→ -0.2	4.5	-2.4	-3.1	6.3	/	98.0	9.7	-0.4	-3.1
- O=C(CCNC(=O)c1ccccc1Cl)NCCC1=CCCCC1
→ -1.0	0.8	-1.0	-2.0	0.2	-0.7	97.0	-1.6	-0.8	-4.7
- CCCCC1(C(=O)OCC)NC(c2ccc(O)cc2)C2C(=O)N(c3ccccc3)C(=O)C21 (stereo not given)
→ -0.7	7.4	-0.1	1.5	7.2	7.4	100.0	-0.5	1.9	-3.2
- Cc1ccc(S(=O)(=O)/N=C2/NC(=O)/C(=C/c3cc([N+](=O)[O-])ccc3O)S2)cc1
→ -2.0	-4.8	2.1	-2.7	8.5	26.7*	100.0	17.9	-1.1	8.2
- O=C(Cn1c(=O)[nH]c2ccsc2c1=O)NC1CCCCCC1
→ -0.5	-1.2	3.5	2.7	-13.0	-2.2	86.0	-1.6	-0.7	-7.0
- CCOC(=O)c1c(C)[nH]c(C)c1C(=O)COC(=O)c1cc(OC)cc(OC)c1
→ -2.8	-7.6	1.9	4.8	4.5	3.7	98.0	0.0	-2.9	-0.5
- COc1ccc(CN2CN(C3CCCC3)CSC2=S)cc1
→ -3.4	0.1	-0.2	-4.6	-0.9	8.8	89.0	-22.6	-5.5	0.1
- CC(C)(C)[C@H]1CCC(=O)N([C@H](CSc2ccccc2)Cc2ccccc2)CC1
→ -0.8	0.3	-0.6	-17.8	13.4	-6.0	95.0	-1.9	19.6	-8.0
- Cc1nc2cc(NC(=O)NCc3ccc4c(c3)OCO4)ccc2o1
→ -0.1	-0.7	0.7	0.0	12.4	-2.5	95.0	-9.3	3.2	5.6
- N=C1c2c(cc(=O)n3c2[nH]c2ccccc23)CN1CCN1CCOCC1
→ -2.4	-5.1	1.8	16.7	8.5	4.7	103.0	-9.7	-2.5	-0.5
- Cc1ccc(S(=O)(=O)N2C[C@]3(O)C[C@@H]4C(=O)N(c5ccccc5)C(=O)[C@@H]4C[C@]3(OC(=O)NCC3CCCCC3)C2)cc1
→ 2.5	-1.5	-1.5	-5.1	0.6	-6.4	99.0	1.3	19.1	-0.4
- O=[N+]([O-])c1cccc(CSc2nc3ccccc3[nH]2)c1
→ 0.2	-4.9	0.5	-0.2	-11.8	1.5	101.0	2.4	-6.1	11.4
- CN(C)c1ccc(P(=O)(Nc2cccc(C(F)(F)F)c2)N2CCOCC2)c(NC(=O)c2cccs2)c1 (stereo not given)
→ 1.1	1.6	-4.4	-1.7	-22.4	-8.5	92.0	-5.9	8.9	-3.4
- CN(CC(=O)Nc1c(Cl)cccc1Cl)C(=O)CCC1CCCC1
→ -4.3	-3.1	0.4	-0.4	-20.4	1.9	101.0	-11.7	-1.9	-0.9
- Cc1cccc(C(=O)NC(=S)NNC(=O)c2ccccc2Cl)c1
→ -3.6	-1.3	7.4	24.9	-17.2	0.0	95.0	12.5	14.3	-5.7
- Clc1ccc(-c2cnnc(-c3ccccn3)n2)cc1
→ -3.1	-1.9	2.9	47.7	-50.1	1.1	93.0	-3.6	-3.0	-2.0
- O=C(Cc1ccccc1)NC(Nc1ccccc1)C(Cl)(Cl)Cl (stereo not given)
→ -0.7	-1.1	0.3	-8.1	8.5	1.7	103.0	-8.4	-1.8	-4.8
- C=CCN=c1scc(-c2ccccc2)n1/N=C/c1ccccn1
→ 2.0&-2.5	-1.6&1.5	-11.1&-19.1	-18.3&-11.3	-34.7&-23.2	-6.9&1.1	101.0&99.0	8.9&-0.5	1.6&-1.8	-12.6&1.8
- CCN(CC)C(=O)COc1ccc(/C=N/NC(=O)c2cc(-c3ccccc3OC)nc3ccccc23)cc1OC
→ 3.5	-6.1	-1.3	19.3	-9.3	-5.1	102.0	-7.9	4.9	5.2
- O=c1[nH]c(Nc2ccccn2)cc2ccccc12
→ 0.6	6.1	4.6	13.3	-44.8	-7.5	103.0	-15.2	1.9	10.6
- COC(=O)c1ccccc1-n1cccc1C(=O)NP(=O)(N1CCOCC1)N1CCOCC1
→ -0.3	1.0	2.8	-3.4	-3.1	-1.1	98.0	11.6	1.8	5.4
- O=C(Nc1ccc2c(c1)nc1n2CCCCC1)c1cc(S(=O)(=O)N2CCOCC2)ccc1Cl
→ -0.8	2.3	-2.5	-26.1	13.9	-5.4	101.0	4.1	1.7	1.5
